INS-1E ATP HTS = rescue of cytokine-induced death in INS-1E beta cells; INS-1E cytokine-induced death, ATP luminescence, 48 h; normalised: neutral wells 0, positive control 100; protection from cytokine-induced ATP loss, % at 10 µM; actives 0.1% (n = 20,000);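 active = mean replicate protection from cytokine-induced ATP loss at least 50% and at least 75% of replicates each reaching 50%; inconclusive = meets only one of the two criteria, mean or replicate share; inactive = fails both the mean and replicate share criteria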
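assay system = INS-1E rat insulinoma cells | amount = 8000 cells per well | medium = phenol-red-free RPMI with 5% fetal bovine serum | doses = one compound concentration, pin transfer | timing = 48 h cytokine plus compound treatment, 10 min reagent incubation | also added = IL-1β, TNF-α and IFN-γ cytokine mix | signal = CellTiter-Glo luminescence measuring cellular ATP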
T cruzi HTS = inhibitors of intracellular Trypanosoma cruzi; intracellular Trypanosoma cruzi in host cells, plate reader; activity score (inhibition), % at 5.01 µM; actives 4.9% (n = 22,000); in the data active = activity score above about 55%; inconclusive = no clear call, values can overlap the other calls;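 note: parasites and compound incubated about four days before reading; 0% = median of neutral control wells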
* marks the source's active call; other numbers are inactive results; ? = inconclusive; · = not tested or not shown. Some of the compounds tested. The share of hits here may be higher or lower than overall.

SMILES | INS-1E ATP HTS | T cruzi HTS
Cc1noc(C)c1NC(=O)Nc1cccc2c1O[C@H](CN(C)S(=O)(=O)c1cn(C)cn1)[C@@H](C)CN([C@@H](C)CO)C2=O | 11.1 | -33.4
C[C@H](CO)N1C[C@H](C)[C@H](CN(C)S(=O)(=O)c2cccs2)Oc2ccc(NC(=O)CCC(F)(F)F)cc2CC1=O | 6.0 | -3.2
C[C@@H]1CN([C@H](C)CO)C(=O)c2cccc(N(C)C)c2O[C@@H]1CN(C)C(=O)Nc1ccc(C(F)(F)F)cc1 | 7.1 | -1.4
C[C@@H]1CN([C@H](C)CO)C(=O)c2cc(NC(=O)CCCN(C)C)ccc2O[C@@H]1CN(C)C(=O)Nc1ccccc1 | 1.3 | -13.9
C[C@H]1CN([C@@H](C)CO)C(=O)c2cccc(NS(=O)(=O)c3cn(C)cn3)c2O[C@H]1CN(C)Cc1ccc(Cl)c(Cl)c1 | -3.0 | -19.6
C[C@@H]1CN([C@H](C)CO)C(=O)Cc2cc(NC(=O)C3CCCCC3)ccc2O[C@@H]1CN(C)C(=O)Nc1ccc2c(c1)OCO2 | 6.0 | -9.2
COc1ccc(S(=O)(=O)Nc2ccc3c(c2)CC(=O)N([C@@H](C)CO)C[C@@H](C)[C@@H](CN(C)S(=O)(=O)c2cccs2)O3)cc1 | 3.3 | ?
COc1ccc(CN(C)C[C@@H]2Oc3ccc(NC(=O)CCN4CCOCC4)cc3C(=O)N([C@H](C)CO)C[C@H]2C)cc1 | 2.5 | -22.5
C[C@@H]1CN([C@H](C)CO)C(=O)c2cc(NC(=O)CCCN(C)C)ccc2O[C@@H]1CN(C)C(=O)Nc1cccc2ccccc12 | -4.5 | -20.3
O=C(CCCCCC(=O)Nc1ccccc1O)N/N=C/c1cccc(O)c1 | 9.6 | -9.3
C[C@@H]1CN([C@H](C)CO)C(=O)c2cc(NC(=O)C3CCCCC3)ccc2O[C@H]1CN(C)Cc1ccccc1 | 0.5 | -50.3
CC(C)NC(=O)N(C)C[C@@H]1Oc2ccc(NS(=O)(=O)c3cn(C)cn3)cc2CC(=O)N([C@H](C)CO)C[C@H]1C | 3.3 | -2.2
O=C(N/N=C/c1ccc(O)c(F)c1)c1ccccn1 | -12.4 | -8.0
C[C@H](CO)N1C[C@H](C)[C@H](CN(C)S(=O)(=O)c2ccc(C#N)cc2)OCc2cnnn2CCCC1=O | · | -15.8
Cc1noc(C)c1S(=O)(=O)Nc1cccc2c1O[C@@H](CN(C)S(=O)(=O)c1ccc(F)cc1)[C@@H](C)CN([C@@H](C)CO)C2=O | -0.2 | -38.9

Compound profiles (already shown). Order of screens: INS-1E ATP HTS, T cruzi HTS
Profile of Cc1noc(C)c1NC(=O)Nc1cccc2c1O[C@H](CN(C)S(=O)(=O)c1cn(C)cn1)[C@@H](C)CN([C@@H](C)CO)C2=O = 11.1, -33.4
Profile of C[C@@H]1CN([C@H](C)CO)C(=O)Cc2cc(NC(=O)C3CCCCC3)ccc2O[C@@H]1CN(C)C(=O)Nc1ccc2c(c1)OCO2 = 6.0, -9.2
Profile of C[C@@H]1CN([C@H](C)CO)C(=O)c2cccc(N(C)C)c2O[C@@H]1CN(C)C(=O)Nc1ccc(C(F)(F)F)cc1 = 7.1, -1.4

Further entries.
SMILES | INS-1E ATP HTS | T cruzi HTS
COc1ccc(S(=O)(=O)Nc2ccc3c(c2)CC(=O)N([C@H](C)CO)C[C@H](C)[C@H](CN(C)S(=O)(=O)c2cn(C)cn2)O3)cc1 | 9.2 | -9.1
C[C@H](CO)N1C[C@H](C)[C@@H](CN(C)C(=O)Nc2ccccc2)Oc2ccc(NS(C)(=O)=O)cc2C1=O | 9.8 | -17.9
C[C@@H]1CN([C@@H](C)CO)C(=O)c2cc(NS(C)(=O)=O)ccc2O[C@@H]1CN(C)C(=O)Nc1ccc(C(F)(F)F)cc1 | -11.4 | -16.4
Cc1ccc(S(=O)(=O)N(C)C[C@H]2Oc3ccc(NC(=O)C4CCCCC4)cc3CC(=O)N([C@H](C)CO)C[C@H]2C)cc1 | -4.3 | 24.3
Cc1noc(C)c1NC(=O)Nc1cccc2c1O[C@@H](CN(C)Cc1ccc(-c3ccccc3)cc1)[C@H](C)CN([C@@H](C)CO)C2=O | -5.8 | 20.7
C[C@@H]1CN([C@@H](C)CO)C(=O)Cc2cc(N(C)C)ccc2O[C@@H]1CN(C)S(=O)(=O)c1ccccc1 | 2.3 | 5.3
C[C@@H]1CN([C@H](C)CO)C(=O)CCCn2nncc2CO[C@@H]1CN(C)C(=O)Nc1cccc(F)c1 | · | 0.2
C[C@@H]1CN([C@H](C)CO)C(=O)c2cccc(NC(=O)C3CCOCC3)c2O[C@H]1CN(C)C(=O)Nc1ccc(F)cc1 | -0.4 | -7.6
Cc1noc(C)c1NC(=O)Nc1cccc2c1O[C@@H](CN(C)C(=O)Nc1ccc(C(F)(F)F)cc1)[C@H](C)CN([C@H](C)CO)C2=O | 12.5 | -6.7
C[C@@H]1CN([C@H](C)CO)C(=O)c2cc(NC(=O)Nc3ccc(C(F)(F)F)cc3)ccc2O[C@@H]1CN(C)Cc1ccc(C(=O)O)cc1 | 5.6 | -2.7
CNC[C@@H]1OCCCC[C@@H](C)Oc2ccc(NC(=O)Nc3ccc(OC)cc3)cc2C(=O)N([C@H](C)CO)C[C@@H]1C | 9.3 | -18.7
C[C@@H]1CN([C@H](C)CO)C(=O)c2cccc(NC(=O)c3ccncc3)c2O[C@@H]1CN(C)C(=O)Nc1ccccc1 | 0.6 | -21.9
C[C@H](CO)N1C[C@H](C)[C@@H](CN(C)Cc2ccncc2)Oc2c(cccc2N(C)C)C1=O | -6.1 | -18.1
Cc1noc(C)c1NC(=O)Nc1ccc2c(c1)CC(=O)N([C@@H](C)CO)C[C@H](C)[C@H](CN(C)S(=O)(=O)c1cccs1)O2 | 7.4 | -0.4
C[C@@H]1CN([C@H](C)CO)C(=O)c2cccc(NS(=O)(=O)c3ccc(F)cc3)c2O[C@H]1CN(C)S(=O)(=O)c1cn(C)cn1 | 9.9 | 6.3
C[C@H](CO)N1C[C@H](C)[C@H](CN(C)C(=O)c2ccncc2)OCc2cnnn2CCCC1=O | · | -15.5
CC(C)NC(=O)Nc1ccc2c(c1)CC(=O)N([C@H](C)CO)C[C@H](C)[C@H](CN(C)C)O2 | 6.9 | -26.9
C[C@@H]1CN([C@@H](C)CO)C(=O)c2cccc(NS(=O)(=O)c3cn(C)cn3)c2O[C@@H]1CN(C)S(=O)(=O)c1ccccc1 | 5.8 | -6.6
C[C@@H]1CN([C@H](C)CO)C(=O)Cc2cc(NC(=O)c3ccncc3)ccc2O[C@@H]1CN(C)C(=O)NC1CCCCC1 | 10.3 | -6.4
Cc1ccc(S(=O)(=O)Nc2ccc3c(c2)CC(=O)N([C@H](C)CO)C[C@@H](C)[C@@H](CN(C)S(=O)(=O)c2cccs2)O3)cc1 | -10.4 | 67.6*
Cc1ccc(S(=O)(=O)N(C)C[C@H]2Oc3ccc(NC(=O)C4CCCCC4)cc3C(=O)N([C@H](C)CO)C[C@@H]2C)cc1 | -3.0 | 21.0
C[C@H]1CN([C@@H](C)CO)C(=O)Cc2cc(NS(=O)(=O)c3ccccc3)ccc2O[C@H]1CN(C)Cc1ccc(Cl)c(Cl)c1 | -28.9 | 24.7
C[C@H](CO)N1C[C@H](C)[C@@H](CN(C)S(=O)(=O)c2cn(C)cn2)Oc2c(NS(=O)(=O)c3cccs3)cccc2C1=O | 1.9 | -5.3
C[C@@H]1CN([C@H](C)CO)C(=O)c2cc(NC(=O)Nc3ccc4c(c3)OCO4)ccc2O[C@@H]1CN(C)Cc1ccc(C(F)(F)F)cc1 | -7.6 | 2.7
COc1ccc(NC(=O)N(C)C[C@H]2OCc3cn(nn3)CCCC(=O)N([C@@H](C)CO)C[C@H]2C)c(OC)c1 | · | -12.7
COc1ccc(NC(=O)Nc2ccc3c(c2)C(=O)N([C@H](C)CO)C[C@H](C)[C@@H](CN(C)Cc2ccc(C(=O)O)cc2)O3)cc1 | 7.0 | -8.7
Cc1noc(C)c1NC(=O)N(C)C[C@@H]1Oc2ccc(NC(=O)Nc3ccc(C(F)(F)F)cc3)cc2CC(=O)N([C@@H](C)CO)C[C@@H]1C | 11.1 | -15.7
COc1ccc(NC(=O)N(C)C[C@H]2Oc3ccc(NS(=O)(=O)c4ccc(F)cc4)cc3C(=O)N([C@@H](C)CO)C[C@@H]2C)cc1 | · | 7.4
C[C@H]1CN([C@@H](C)CO)C(=O)c2cc(NC(=O)c3ccncc3)ccc2O[C@@H]1CN(C)Cc1ccc(C(=O)O)cc1 | · | -1.5
CNC[C@H]1Oc2ccc(NS(=O)(=O)c3ccc(Cl)cc3)cc2CC(=O)N([C@H](C)CO)C[C@H]1C | 18.6 | -21.2

Reprinted at random: two compounds from above, in no set order.
SMILES | INS-1E ATP HTS | T cruzi HTS
CC(C)NC(=O)Nc1ccc2c(c1)CC(=O)N([C@H](C)CO)C[C@H](C)[C@H](CN(C)C)O2 | 6.9 | -26.9
C[C@H]1CN([C@@H](C)CO)C(=O)Cc2cc(NS(=O)(=O)c3ccccc3)ccc2O[C@H]1CN(C)Cc1ccc(Cl)c(Cl)c1 | -28.9 | 24.7

Carrying on:
SMILES | INS-1E ATP HTS | T cruzi HTS
C[C@H]1CN([C@@H](C)CO)C(=O)c2cc(NC(=O)Nc3ccc(C(F)(F)F)cc3)ccc2O[C@H]1CN(C)C(=O)Nc1ccc2c(c1)OCO2 | -1.2 | -1.4
O=C(NO)c1ccc(C(=O)N/N=C/c2cccnc2Br)cc1 | -9.8 | 5.0
C[C@@H]1CN([C@H](C)CO)C(=O)c2cccc(NC(=O)Nc3ccc(F)cc3)c2O[C@H]1CN(C)Cc1ccncc1 | -1.1 | -3.3
C[C@H]1CN([C@@H](C)CO)C(=O)c2cc(NC(=O)NC3CCCCC3)ccc2O[C@H]1CN(C)C(=O)Nc1cccc2ccccc12 | -1.5 | 1.7
C[C@@H]1CN([C@@H](C)CO)C(=O)c2cccc(NC(=O)c3ccncc3)c2O[C@H]1CN(C)S(=O)(=O)c1cccs1 | 13.0 | -19.5
C[C@@H]1CCCCO[C@@H](CN(C)C(=O)c2ccncc2)[C@@H](C)CN([C@H](C)CO)C(=O)c2cc(NS(=O)(=O)c3cn(C)cn3)ccc2O1 | 4.3 | -21.8
CC(C)NC(=O)Nc1ccc2c(c1)CC(=O)N([C@@H](C)CO)C[C@@H](C)[C@@H](CN(C)S(=O)(=O)c1ccc(Cl)cc1)O2 | 6.1 | 16.2
Cc1ccc(S(=O)(=O)Nc2ccc3c(c2)C(=O)N([C@H](C)CO)C[C@H](C)[C@@H](CN(C)S(C)(=O)=O)O3)cc1 | 6.1 | -19.1
COc1ccccc1NC(=O)N(C)C[C@H]1OCc2cnnn2CCCC(=O)N([C@@H](C)CO)C[C@@H]1C | · | -16.9
C[C@H](CO)N1C[C@H](C)[C@@H](CN(C)C(=O)Nc2cccc3ccccc23)Oc2c(NC(=O)C3CCOCC3)cccc2C1=O | 2.7 | -22.1
CC(C)NC(=O)Nc1cccc2c1O[C@@H](CN(C)C(=O)Nc1ccc3c(c1)OCO3)[C@@H](C)CN([C@@H](C)CO)C2=O | 15.5 | -10.1
C[C@H]1CN([C@@H](C)CO)C(=O)Cc2cc(NC(=O)C3CC3)ccc2O[C@H]1CN(C)Cc1ccc(Cl)c(Cl)c1 | -11.0 | 34.1
C[C@@H]1CN([C@@H](C)CO)C(=O)c2cc(NC(=O)Cn3cnnn3)ccc2O[C@@H]1CN(C)S(=O)(=O)c1cccs1 | · | 0.5
C[C@@H]1CN([C@@H](C)CO)C(=O)c2cc(NC(=O)Nc3ccccc3)ccc2O[C@H]1CN(C)S(=O)(=O)c1cccs1 | 0.4 | 8.5
Cc1ccc(S(=O)(=O)Nc2ccc3c(c2)C(=O)N([C@H](C)CO)C[C@@H](C)[C@@H](CN(C)Cc2ccc(Cl)c(Cl)c2)O3)cc1 | -18.9 | 36.3
COc1ccc(CN(C)C[C@H]2Oc3ccc(NS(=O)(=O)c4ccc(Cl)cc4)cc3CC(=O)N([C@@H](C)CO)C[C@H]2C)cc1 | -9.8 | ?
COc1ccc(S(=O)(=O)Nc2ccc3c(c2)CC(=O)N([C@@H](C)CO)C[C@H](C)[C@H](CN(C)S(C)(=O)=O)O3)cc1 | -2.1 | -9.3
C[C@H](CO)N1C[C@H](C)[C@@H](CN(C)Cc2ccc(-c3ccccc3)cc2)Oc2ccc(NC(=O)CCN3CCOCC3)cc2C1=O | -7.5 | -0.7
C[C@H](CO)N1C[C@H](C)[C@H](CN(C)C(=O)Nc2ccc3c(c2)OCO3)Oc2ccc(NC(=O)c3ccncc3)cc2C1=O | 1.2 | -28.4
C[C@@H]1CN([C@@H](C)CO)C(=O)c2cc(N(C)C)ccc2O[C@@H]1CN(C)C(=O)Nc1ccccc1 | -2.7 | 0.6
Cc1noc(C)c1NC(=O)Nc1cccc2c1O[C@@H](CN(C)C(=O)Nc1ccc(F)cc1)[C@H](C)CN([C@@H](C)CO)C2=O | 4.1 | -27.8
O=C(NO)c1cccc(C(=O)N/N=C/c2ccccc2)c1 | 8.9 | -9.9
C[C@H](CO)N1C[C@H](C)[C@@H](CN(C)Cc2ccccc2)Oc2ccc(N(C)C)cc2C1=O | 1.7 | -9.0
